INS promoter inh = TRM-6 insulin promoter activity inhibition; TRM-6 cells (human fetal islet line), insulin promoter-eGFP reporter, imaging; reporter expression induced with tamoxifen; inhibition, % at 2 µM; actives 0.9% (n = 130,000);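 active = inhibition above the mean plus 3 SD, with well images judged a real hit on visual review, cut at about 60% in these data, passing the limit was not always enough; inconclusive = inhibition over the cutoff but images rejected on review; inactive = inhibition not above the cutoff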
SDO1 yeast rescue = compounds rescuing growth of sdo1-depleted yeast, bone marrow failure model | z-score at 10 µM | S. cerevisiae sdo1-depleted JHY4D growth rescue, OD600 30 h; stronger effect = higher value; pdr5 snq2 efflux-pump mutant strain | actives 0.21% (n = 140,000) | AID 817;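 active = z-score above 3 at both the 24 hr and the 30 hr optical density reads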;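 note: z-score against mean and SD of all compound wells on the same plate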
SDO1 yeast rescue Rescue 24 h = recorded beside SDO1 yeast rescue, whose call it bears; z-score; S. cerevisiae sdo1-depleted JHY4D growth rescue, OD600; measured here: growth rescue at 24 h;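 0 is the plate mean of compound wells and units are plate SD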
Numbers without * were called inactive; ? = inconclusive; · = not tested or not shown; [ ] = dose if it differs, or a comment.

SMILES | INS promoter inh | SDO1 yeast rescue | SDO1 yeast rescue Rescue 24 h
O=C1C2CCN(CC2)[C@@H]1Cc1ccc2ccccc2c1O | 67 | 0.66 | -0.04
CCC1CCCCN1CC(=O)c1ccc(OC(F)F)cc1 (centres undefined) | · | 0.62 | 0.11
CCN1C(=O)NC(=O)/C(=C/c2cc(C)n(-c3sc(C)c(C)c3C#N)c2C)C1=O | 10 | 0.46 | 0.86
Cc1nc2c(C(=O)N3CCC4(CC3)OCCO4)cnn2c(C)c1Cc1cccc(Cl)c1 | 15 | · | ·
CC(=O)N1CCN(c2ccc(N=Cc3c(O)n(-c4ccc(Cl)cc4)c(=O)[nH]c3=O)cc2)CC1 | · | 1.2 | 0.89
COc1cccc(C2(C#N)CCN(C)CC2)c1 | -27 | · | ·
CCN(CC)c1ccc(N=Cc2c(O)n(-c3cc(OC)ccc3OC)c(=O)[nH]c2=O)cc1 | · | 1.1[10.8 µM] | 0.25
CN1C(=O)/C(=C/c2cccn2-c2ccc3ccccc3c2)C(=O)NC1=S | 26 | -1.1 | -0.35
CC(=Nc1ccc2c(c1)CCC2)c1c(O)n(C2CCCCC2)c(=O)[nH]c1=O | · | -1.1 | 0.31
C=C(C)Cn1c(=O)n(CC2CS2)c2ccccc21 (centres undefined) | · | 0.48 | -0.09
COC(=O)CC1(Cc2ccccc2)C(=O)NC(=O)NC1=O | 18 | 1.4 | 1.2
CC1CCN(C(=O)c2ccc(N3CC4CC(C3)c3cccc(=O)n3C4)c([N+](=O)[O-])c2)CC1 (centres undefined) | 8 | 0.75 | 0.38
COC(=O)N(c1ccc(OC)cc1)P1(=S)OCCC(C)O1 (centres undefined) | 27 | 0 | 0.04
N#CC1=C(N)Oc2c(c(=O)oc3ccccc23)C1c1ccncc1 (centres undefined) | 26 | -0.03 | -0.69
CC1CCCN(C(=O)CCl)C1 (centres undefined) | -3 | 0.42 | -0.05
CCOc1ccc(-n2c(O)c(C=Nc3ccc(N4CCOCC4)cc3)c(=O)[nH]c2=O)cc1 | -40 | -0.12 | -0.41
CC1C(c2cccs2)=[N+]([O-])C(C)(C(=O)c2ccc(Cl)cc2)N1O (centres undefined) | 8 | · | ·
O=c1[nH]c(=S)n(-c2ccc(Br)cc2)c(O)c1C=Nc1ccc(N2CCOCC2)cc1 | 33 | 0.14 | -0.07
O=C1CN=C(c2ccc(Br)cc2)c2oc3ccccc3c2N1 | 41 | 0.25 | 2.3
O=P(c1ccccc1)(c1ccccc1)N1CCCCC1 | · | -0.55 | -0.46
O=C1CC(=O)N(c2cccc(Cl)c2)C(=O)N1 | -9 | 0.59 | -0.06
COc1cccc(NC(=O)CN2CC(c3ccccc3)CC2=O)c1 (centres undefined) | · | 0.77 | 1.6
Cc1cccc(-n2c(O)c(C)c(=O)[nH]c2=S)c1 | -50 | · | ·
CC(=NCC1CCCO1)c1c(O)n(-c2ccccc2)c(=O)[nH]c1=O (centres undefined) | -41 | 1 | 1.1
Cc1cccc(N2C(=O)NC(=O)/C(=C/c3ccc(-c4ccc(C(=O)O)c(Cl)c4)o3)C2=O)c1 | 40 | · | ·
COc1cc(C(c2c(C)[nH]n(-c3ccccc3)c2=O)c2c(C)[nH]n(-c3ccccc3)c2=O)cc(OC)c1OC | · | 0.36[7.4 µM] | 0.2
N#Cc1ccccc1Cn1cc(C(=O)C2CC2)c2ccccc21 | -71 | -0.54 | -0.11
NS(=O)(=O)c1ccc(N=Cc2c(O)n(C3CCCCC3)c(=O)n(C3CCCCC3)c2=O)cc1 | · | -1.5 | -1.2
CCCCc1nc2ccccc2c(=O)n1-c1ccccc1[N+](=O)[O-] | 7 | -0.59 | -0.58
CCOC(=O)/C(CCCN(CC)CC)=N\O | · | 1.1 | 0.43

One compound at a time (already shown). Values in the order: INS promoter inh, SDO1 yeast rescue, SDO1 yeast rescue Rescue 24 h
`N#Cc1ccccc1Cn1cc(C(=O)C2CC2)c2ccccc21` across the screens: -71, -0.54, -0.11
`O=C1CC(=O)N(c2cccc(Cl)c2)C(=O)N1` across the screens: -9, 0.59, -0.06

Continued:
SMILES | INS promoter inh | SDO1 yeast rescue | SDO1 yeast rescue Rescue 24 h
COc1ccc(CCNC(=O)c2c(N)n(CCN3CCOCC3)c3nc4ccccc4nc23)cc1OC | -14 | -0.31 | -0.32
CC(N)Cc1ccccc1Sc1ccc(O)cc1 (centres undefined) | · | -0.18 | -0.48
O=C(Nc1ccc(OC(=O)N2CCCC2)cc1)N1CCOCC1 | -3 | 1.8 | 2.5
Cc1ccsc1-c1nc(CSCC(=O)N2CCC3(CC2)OCCO3)c(C)o1 | 19 | -0.41 | -0.62
Cc1nccn1Cc1ccc(Cl)nc1 | 56 | · | ·
O=C(CN1C2CCC1CC(O)(c1cccnc1)C2)Nc1ccc2c(c1)OCO2 (centres undefined) | 14 | 1.3 | 1.3
CCOP(=O)(OCC)C(NC(=O)c1ccc(Cl)cc1)=C(Cl)Cl | -3 | 0.07 | -0.73
O=C(CN1CCN(CCO)CC1)Nc1ccc(Cl)cc1C(=O)c1ccccc1 | -34 | -0.56 | -0.52
O=C(CN1CC=C(c2ccccc2)CC1)Nc1c(Cl)cccc1Cl | -38 | -0.2 | -0.15
Cc1ccc(CCN2CC(C(=O)N3CCC4(CC3)OCCO4)CC2=O)cc1 (centres undefined) | 53 | 0.1 | 0.5
O=C1NC(=O)C2(Cc3c(nc4ccccn4c3=O)N3CCCCCC32)C(=O)N1Cc1ccccc1 (centres undefined) | · | -0.7 | -1.1
CC(=O)NC1CC2CCC(C1)N2 (centres undefined) | 79* | -0.37 | -0.55
Cc1ccc(-c2nc3ccccc3c(=O)n2-c2ccncc2)cc1 | 12 | -0.39 | -0.79
COc1ccc(Nc2ncc(C(=O)N3CCC4(CC3)OCCO4)c3ccccc23)cc1 | 12 | 0.12 | -0.09
Cc1cc(OC(=O)c2ccco2)c2c3c(c(=O)oc2c1)CCC3 | · | -0.38 | 0.18
CCOC(=O)c1c(NC(=O)c2c(N)n(CCCOC)c3nc4ccccc4nc23)sc2c1CCCC2 | -28 | 1.4 | 5
COC(=O)c1ccccc1OP1(=O)COc2ccccc2OC1 | · | 1.7 | 1.6
CCOC(=O)c1c(-c2ccccc2)oc2ccc(OC(=O)N(C)C)cc12 | ? | -2 | -1.9
CCOC(=O)C1C(=O)NC23CCCC2C1c1ccccc1O3 (centres undefined) | -40 | 0.4 | 0.13
O=C(Nc1ccc(Br)cc1)c1nn(C23CC4CC(CC(C4)C2)C3)cc1Br | -7 | -1.8 | -0.89
O=[N+]([O-])c1ccc(C2[C@H]3C(c4ccccc4)=NC4(CCCCC4)N23)cc1 (some centres undefined) | -84 | -0.32 | -0.26
O=C(NC1CN2CCC1CC2)c1ccc(-c2ccc([N+](=O)[O-])cc2)o1 (centres undefined) | -80 | 0.78 | 2.7
CC(C)CCNC(=O)c1cc(C(=O)c2cc(Br)ccc2O)cn(CCC(C)C)c1=O | 8 | · | ·
CCCCn1c(N)c(C(=O)NCc2cccs2)c2nc3ccccc3nc21 | 14 | -1.9 | -0.59
Clc1ccc2c(c1)C(c1ccccc1Cl)=NCc1nnc(N3CCN(CCOc4ccccc4)CC3)n1-2 | -28 | -1.7 | 0.17
O=c1[nH]c(=S)n(-c2ccccc2)c(O)c1/C=N/N1CCOCC1 | · | 1 | 0.81
CC(C)N1CCN(Cc2ccccc2C(F)(F)F)CC1CCO (centres undefined) | -9 | · | ·
Nc1ccnn1C1CCNCC1 | -6 | 0.1 | -0.08
C=CCc1cc(C=C2C(=O)N(C)C(=O)N(C)C2=O)cc(OCC)c1OCc1ccccc1 | · | 1 | 1.2
O=[N+]([O-])c1ccc(N2CCCC2)cc1N/N=C1\CN2CCC1CC2 | 19 | 1.6 | 1.6
CN(C)C(=O)Oc1ccc(OCc2nc3ccccc3[nH]2)cc1 | · | 0.87 | 0.85

Grouped by structure, those above containing an NH in an aromatic ring.
SMILES | INS promoter inh | SDO1 yeast rescue | SDO1 yeast rescue Rescue 24 h
CC(=O)N1CCN(c2ccc(N=Cc3c(O)n(-c4ccc(Cl)cc4)c(=O)[nH]c3=O)cc2)CC1 | · | 1.2 | 0.89
CCN(CC)c1ccc(N=Cc2c(O)n(-c3cc(OC)ccc3OC)c(=O)[nH]c2=O)cc1 | · | 1.1[10.8 µM] | 0.25
CC(=Nc1ccc2c(c1)CCC2)c1c(O)n(C2CCCCC2)c(=O)[nH]c1=O | · | -1.1 | 0.31
CCOc1ccc(-n2c(O)c(C=Nc3ccc(N4CCOCC4)cc3)c(=O)[nH]c2=O)cc1 | -40 | -0.12 | -0.41
O=c1[nH]c(=S)n(-c2ccc(Br)cc2)c(O)c1C=Nc1ccc(N2CCOCC2)cc1 | 33 | 0.14 | -0.07
Cc1cccc(-n2c(O)c(C)c(=O)[nH]c2=S)c1 | -50 | · | ·
CC(=NCC1CCCO1)c1c(O)n(-c2ccccc2)c(=O)[nH]c1=O (centres undefined) | -41 | 1 | 1.1
COc1cc(C(c2c(C)[nH]n(-c3ccccc3)c2=O)c2c(C)[nH]n(-c3ccccc3)c2=O)cc(OC)c1OC | · | 0.36[7.4 µM] | 0.2
O=c1[nH]c(=S)n(-c2ccccc2)c(O)c1/C=N/N1CCOCC1 | · | 1 | 0.81
CN(C)C(=O)Oc1ccc(OCc2nc3ccccc3[nH]2)cc1 | · | 0.87 | 0.85

Compound activity deposited in PubChem by several laboratories.

These rows are one share of the data; count on the stated rates, not on these rows.
